Screens: PubChem, several laboratories
sPLA2-III inh: Blocks human group III sPLA2 activity; Q9NZ20; QFRET BODIPY PC-A2 liposome hydrolysis, fluorescence; inhibition, % at 12.2 µM; 0.56% of 370,000 active;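 active = inhibition above mean plus 3 SD of compounds lying within the high and low control bounds, cut at about 19% in these data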;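 also: 0% = median of test compound wells and 100% = no enzyme DMSO wells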
ssDAF12 agonist: activates DAF-12 receptor from parasite S. stercoralis. 1% of 370,000 active. activation, % at 6.8 µM. AID 652126. HEK293 ssDAF-12/GRIP1 lit1-tk-luc reporter, luminescence; % of 3 µM dafachronic acid response;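 active = activation above the mean over all tested compounds plus 3 SD, cut at about 0.9% in these data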;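 also: 0% = DMSO-only wells and 100% = 3 µM delta7-dafachronic acid wells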
DAX1 inh-1: inhibitors of human orphan nuclear receptor DAX1 (NR0B1); HEK293 Gal4-DAX1 luciferase reporter, luminescence; inhibition, % at 6.75 µM; 0.99% of 340,000 active; AID 504766;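 active = inhibition above the mean over all tested compounds plus 3 SD, cut at about 4.2% in these data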;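 also: 0% = DAX1-transfected cells with DMSO and 100% = empty-vector control cells with DMSO; inhibition shows as a rise in luminescence from relieved DAX1 repression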
hcDAF-12 act: activates DAF-12 receptor from parasite H. contortus | 1.4% of 370,000 active | HEK293 hcDAF-12 lit1-tk-luc reporter, luminescence; 0% DMSO, 100% Δ7-dafachronic acid | activation, % at 6.8 µM;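 active = activation above the mean of all tested compounds plus 3 SD, cut at about 5.5% in these data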;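 also: 100% = response to 3 µM Δ7-dafachronic acid high control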
GAA850 FXN act: frataxin GAA850 promoter activation; HEK293 lucGAA850 FXN promoter luciferase reporter, 24 h; percent of 10 µM SAHA response; activation, % at 6 µM; 0.56% of 360,000 active;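 active = activation above the average of all compounds screened plus 3 SD, cutoff fixed separately per campaign, cut at about 7.5% in these data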;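 also: 0% = DMSO wells and 100% = 10 µM SAHA wells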
NPR1 activator: GC-A (human) enzyme activation; HEK293 GC-A cells, cGMP TR-FRET, EC30 ANP; 0% at EC30 ANP, 100% saturating ANP; activation, % at 10 µM; 0.14% of 370,000 active; in the data active = activation above about 40%
Target sequence (P16066 whole entry, looked up): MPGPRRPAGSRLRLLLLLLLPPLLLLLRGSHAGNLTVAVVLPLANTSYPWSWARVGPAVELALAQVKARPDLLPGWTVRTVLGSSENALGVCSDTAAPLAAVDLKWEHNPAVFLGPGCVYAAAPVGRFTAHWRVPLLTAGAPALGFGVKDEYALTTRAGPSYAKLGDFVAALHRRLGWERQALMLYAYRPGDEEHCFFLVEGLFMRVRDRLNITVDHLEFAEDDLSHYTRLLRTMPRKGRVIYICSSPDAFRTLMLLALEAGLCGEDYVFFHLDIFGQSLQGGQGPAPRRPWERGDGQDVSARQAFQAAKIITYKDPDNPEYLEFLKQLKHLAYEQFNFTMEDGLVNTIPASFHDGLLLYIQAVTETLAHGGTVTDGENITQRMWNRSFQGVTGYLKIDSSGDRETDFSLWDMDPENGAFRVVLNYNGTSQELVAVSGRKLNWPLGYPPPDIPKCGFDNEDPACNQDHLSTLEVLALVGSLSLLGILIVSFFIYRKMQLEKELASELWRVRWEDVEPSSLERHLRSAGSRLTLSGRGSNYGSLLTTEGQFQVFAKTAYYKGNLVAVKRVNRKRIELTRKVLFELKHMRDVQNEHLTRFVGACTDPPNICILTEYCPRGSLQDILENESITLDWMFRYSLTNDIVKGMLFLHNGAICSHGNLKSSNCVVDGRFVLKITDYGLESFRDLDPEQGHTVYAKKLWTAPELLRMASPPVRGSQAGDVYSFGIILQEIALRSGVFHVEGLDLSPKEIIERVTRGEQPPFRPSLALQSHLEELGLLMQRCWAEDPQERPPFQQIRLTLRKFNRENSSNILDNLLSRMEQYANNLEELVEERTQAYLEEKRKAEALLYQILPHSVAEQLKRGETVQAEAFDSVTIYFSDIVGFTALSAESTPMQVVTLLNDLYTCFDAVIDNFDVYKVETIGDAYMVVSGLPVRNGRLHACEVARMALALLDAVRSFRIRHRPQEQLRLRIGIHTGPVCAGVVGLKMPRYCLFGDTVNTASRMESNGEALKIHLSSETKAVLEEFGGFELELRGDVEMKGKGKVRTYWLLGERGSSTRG
SMARCA2 activ: increases SMARCA2 function in MMTV reporter cells; 1% of 370,000 active; AID 652017; activation, % at 9.1 µM; MG213 cells, MMTV-luciferase reporter, dexamethasone, overnight; in the data active = activation above about 7.8%;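 also: 0% = vehicle wells and 100% = reference activator wells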
hgDAF12 agonist: hgDAF-12 agonism, primary luciferase screen; HEK293 GAL4-hgDAF12 UAS-luciferase reporter, agonist luminescence; normalized to butyrate control; activation, % at 6.8 µM; 1.8% of 370,000 active; AID 687014;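 active = activation above a cutoff set at the mean of all screened compounds plus 3 SD, cut at about 10% in these data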;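 also: 0% = DMSO wells and 100% = sodium butyrate wells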
DAX1 inh-2: DAX1 (NR0B1) inhibition, primary screen; HEK293T StAR-luciferase reporter, SF-1/DAX-1 repression relief; inhibition, % at 6.8 µM; 1.1% of 370,000 active; AID 652010;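 active = inhibition above the mean over all tested compounds plus 3 SD, cut at about 3.6% in these data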;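 also: 0% = DAX-1 cells with DMSO and 100% = cells lacking DAX-1 with DMSO; higher inhibition means more luminescence from relief of DAX-1 repression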
proKLK7 act: activators of human kallikrein-7 zymogen; P49862; purified proKLK7, EDANS-DABCYL substrate fluorescence; 100% is mature enzyme control, 0% vehicle; activation, % at 7 µM; 0.9% of 370,000 active;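 active = activation above the mean of all tested compounds plus 3 SD, computed per campaign excluding outliers beyond control limits, cut at about 13% in these data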
GC-B act: GC-B (human) receptor activation; P20594; HEK293-GC-B cells, CNP EC30, cGMP TR-FRET; 0% at EC30 CNP, 100% saturating CNP; activation, % at 10 µM; 0.11% of 370,000 active; AID 1920062;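 active = activation at 10 µM reaching about 35% in either raw or pattern-adjusted values, limit read from the data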
* hit, by the source's call; . = no result given; & = joins results of further samples. No enrichment for hits, and some 6.7% of all compounds hit somewhere here.

SMILES	sPLA2-III inh	ssDAF12 agonist	DAX1 inh-1	hcDAF-12 act	GAA850 FXN act	NPR1 activator	SMARCA2 activ	hgDAF12 agonist	DAX1 inh-2	proKLK7 act	GC-B act
CC(C)(C)N(Cc1ccccc1)C(=O)CN1C(=O)c2ccccc2S1(=O)=O	10	-1.4	-0.3	1.0	0.0	7	-4	-0.1	-1.0	0.0	5
CC(C)N1CC(C(=O)Nc2ccc(Cl)c(Cl)c2)CC1=O (configuration not stated)	-5	-1.0	0.6	-1.2	2.3	-1	0	0.2	0.6	0.7	0
Cc1cccc(C)c1N1CC(=O)N(c2c(C)cccc2C)CC1=O	-2	-1.7	0.2	-1.7	-1.0	0	-3	-1.3	-0.2	-0.5	0
CCCOC(=S)NC(=O)c1sc2ccccc2c1Cl	-1	-1.7	-0.7	-2.0	2.3	1	1	1.8	-0.1	0.1	1
CCOC(=O)/C=C/CN(C(=O)OC(C)(C)C)S(=O)(=O)N1CC=CC1	1	-0.5	0.9	-0.7	1.4	4	0	-1.3	-0.4	0.6	5
O=c1[nH]c2c(c3c1CCCC3)CCCC2	4	-1.8	1.3	2.7	0.1	0	-2	-3.0	1.1	-0.2	2
O=C(NCCCN1CCOCC1)c1ccc2c(c1)N(Cc1ccccc1F)C(=O)c1ccccc1S2=O (configuration not stated)	-2	-1.6	0.1	-0.5	-0.5	3	-2	-0.3	-1.5	-0.8	-3
COc1cc(C(=O)NNC(=O)c2cc(S(=O)(=O)N(C)C)ccc2N2CCCC2)cc(OC)c1OC	-4	-0.8	1.2	-0.4	-0.1	-4	-4	-1.1	-0.4	0.4	-4
Cc1nn(-c2ncc(C(F)(F)F)cc2Cl)c(=O)n1-c1ccccc1	7	0.2	0.1	1.9	4.9	6	-6	-0.8	-0.9	-1.4	0
COCCN(C(=O)COC(=O)c1sccc1C)c1c(N)n(Cc2ccccc2)c(=O)[nH]c1=O	6	-0.7	-0.5	-1.4	1.1	-2	0	1.1	-0.4	0.0	4
Cc1cc(C)nc(Nc2n[nH]c(-c3cccc4ccccc34)n2)n1	-3	-0.6	-0.3	1.8	0.4	-1	-5	0.0	-0.3	0.3	-8
Cc1cccc(-n2nc(C)cc2N)c1	7	-1.3	0.1	-0.1	-0.1	1	-3	1.7	0.1	0.3	6
Nc1nc(SCC(=O)N2N=C3/C(=C\c4ccco4)CCCC3C2c2ccco2)n[nH]1 (configuration not stated)	-22	-0.5	-0.4	0.8	0.0	0	3	2.6	0.3	0.1	-3
CCOC(=O)C1CCCN(S(=O)(=O)c2cc3c(cc2Br)CCN3C(=O)CC)C1 (configuration not stated)	-1	-1.1	.	-2.8	.	-1	-2	-1.7	0.3	0.7	-2
COc1ccc(CCNC(=O)Nc2ccc([N+](=O)[O-])cc2)cc1OC	-4	-2.4	-0.7	-1.0	0.2	-1	0	0.1	-1.2	0.2	-4
CCCCNC(=O)C1(C)CCC(=O)N1CCOc1ccccc1 (configuration not stated)	3	-1.1	.	1.3	.	-2	0	-1.1	-0.1	0.1	-3
C[C@H](NC(=O)Cc1cccc2ccccc12)C(=O)N1CCCN(C)CC1	1	-0.6	0.0	0.0	3.0	3	-2	1.2	-0.5	0.5	4
CCOC(=O)C1CCCN(S(=O)(=O)CCNC(=O)c2cccc(OC)c2)C1 (configuration not stated)	0	-1.1	-0.1	2.1	-0.5	2	-3	0.2	2.3	0.6	3
CC(C)SCCCOc1ccc(C(C)(C)C)cc1	5	-1.8	0.0	2.0	2.3	-3	-1	0.5	0.2	1.1	-1
CCc1ccc(S(=O)(=O)NCc2ccc(C(=O)NCCN(Cc3ccccc3)C(C)C)cc2)cc1	-22	-0.7	.	-0.6	-4.4	-6	-10	-0.3	-0.9	0.2	0
C=CCN(CC=C)CCOc1ccccc1	-5	-2.0	1.0	-0.7	0.3	-5	-1	0.9	-0.2	0.0	-3
O=C(COC(=O)c1ccc(S(=O)(=O)N2CCCC2)cc1)NCc1ccccc1	-6	-1.1	2.4	-2.2	0.5	3	-1	-0.7	1.8	0.2	-2
NC(=O)COC(=O)[C@H](Cc1ccccc1)NS(=O)(=O)c1ccc2c(c1)OCCO2	-3	-0.6	1.3	-0.5	0.5	2	-3	-1.3	0.0	0.4	0
Cc1cc(CSc2ccccc2C(=O)O)on1	-2	-0.8	3.9	-0.7	-0.3	-3	0	-0.4	0.1	0.5	0
O=C(Nc1cccc2ncccc12)c1ccccc1[N+](=O)[O-]	8	-1.7	0.9	-1.9	-2.9	2	-1	2.1	-0.4	0.0	7
CCS(=O)(=O)CCSc1nc(C)cc(C)c1C#N	7	-1.6	1.7	-1.4	2.1	0	-3	0.3	-0.1	-0.4	1
CCNC(=O)Oc1ccc(-c2csnn2)cc1	-1	-0.5	1.5	1.8	1.5	4	-2	0.6	0.3	-0.1	1
COc1ccc(-c2cn(Cc3ccc(C)cc3)nn2)cc1	-13	-0.4	1.5	2.0	1.5	-1	7	7.1	1.4	0.8	1
CCCCCCn1c(SCC(=O)c2c(N)n(C)c(=O)n(C)c2=O)nc2ccccc21	-4	-0.7	-0.4	-1.9	6.0	18	0	1.6	0.2	-0.6	-1
COc1ccccc1CCC(=O)N1CCN(S(=O)(=O)c2cccc(F)c2)CC1	0	-0.4	-1.4	-0.4	0.3	-4	-1	1.4	-0.6	0.3	-3
CCOC(=O)c1ccc(N(C(=O)c2ccco2)C(C(=O)NC2CCCC2)c2ccncc2)cc1 (configuration not stated)	5	-1.4	-0.7	-1.0	1.3	7	-1	0.0	1.0	0.3	4
C#Cc1cccc(OCC(C)CN2CCC(C(O)(c3ccccc3)c3ccccc3)CC2)c1 (configuration not stated)	-14	-1.7	.	-2.8	.	-15	-5	1.1	0.1	0.8	0
Cc1cccn2c(=O)nc(SCC(=O)Nc3cccc4ccccc34)nc12	2	-1.2	-1.4	-2.5	1.4	4	0	-4.2	1.2	0.1	1
COc1ccc2c(Cl)c(C(=O)NN3CCN(C)CC3)sc2c1	0	-2.3	-0.7	-2.5	-1.3	0	-5	5.3	-0.7	0.8	3
COc1ccc(N2CCN(C(=O)c3oc4ccccc4c3NC(=O)Cc3cccc(OC)c3)CC2)cc1	-1	-1.6	0.4	-1.6	-1.0	-2	-1	0.4	-1.3	0.5	-4
CCCCC/C=C/C1=CC(=O)C[C@H](c2ccc3c(c2)OCO3)C1	6	-1.0	0.8	-1.2	0.8	6	-1	0.0	2.8	0.0	4
Cc1ccc(NC(=O)Cn2nnc(-c3ccccc3F)n2)c(C)c1	-1	-0.7	.	-1.2	.	2	-3	-1.6	-0.1	0.8	0
Nc1nnnn1/N=C/c1cc(Cl)ccc1O	-2	-0.7	0.9	0.3	-0.2	7	-4	0.3	0.4	6.6	2
COc1ccc(/C=C(\C#N)C(=O)OCC(=O)Nc2ccc(-c3nc4ccc(C)cc4s3)cc2)cc1	-10	2.7*	0.1	8.4*	3.2	5	7.8*	21*	8.3*	0.8	-3
C#CCOC(=O)/C(=C/c1ccc(F)cc1)NC(C)=O	-7	-1.2	0.0	-0.9	-0.5	0	4	0.9	-0.8	-0.7	-1
COC(=O)C1=CN(Cc2ccccc2)C=C(C(=O)OC)C1c1cc(F)ccc1F	-2	-1.9	-0.6	-0.1	-1.1	-9	-2	-1.1	-0.5	-40	-3
CC1=C(C(=O)OC(C)C)C(c2c[nH]c3ccccc23)n2ncnc2N1 (configuration not stated)	-8	0.7	0.9	5.7*	-1.8	-3	-1	-0.8	-0.1	-0.4	-4
O=S(=O)(Nc1cc(Sc2cccc3cccnc23)c(O)c2ccccc12)c1ccc(F)cc1	-7	-1.7	.	-4.8	.	7	-11	-12	-3.1	-7.1	6
O=C(NCCCCc1ccccc1)C12CN(Cc3ccccc3)CC1C(c1cccc([N+](=O)[O-])c1)=NO2 (configuration not stated)	-15	-1.4	2.0	-1.1	0.5	1	0	1.6	0.8	0.8	5
COc1cc(OC)cc(C(=O)NC(=S)Nc2cccnc2)c1	7	-0.5	0.1	-1.6	0.3	0	0	-1.8	0.6	1.1	-8
Cc1ccc(-n2nc(CC#N)c(C#N)c2N)cc1	2	0.2	0.8	1.5	1.9	4	-1	2.3	0.5	-0.2	-4
Cc1ccsc1/C=C1\SC(N2CCOCC2)=NC1=O	-2	-0.6	2.6	0.3	0.3	-3	6	6.2	0.6	0.1	-9
CCOC(=O)c1cc(C#N)c(SCC(=O)c2cc(C#N)c(SC)nc2C)nc1C	20*	-1.1	0.9	3.9	2.5	19	-2	0.2	0.3	-0.6	16
Cn1cccc1C(=O)NCC(c1ccc(F)cc1)N1CCOCC1 (configuration not stated)	4	-0.9	1.3	-0.6	2.0	4	5	0.7	1.6	0.3	0
O=C(COc1ccc([N+](=O)[O-])cc1)N(Cc1cccs1)C1CCS(=O)(=O)C1 (configuration not stated)	3	-1.0	0.5	-1.4	0.6	1	-2	-0.7	-0.5	0.6	1

Next entries follow:
SMILES	sPLA2-III inh	ssDAF12 agonist	DAX1 inh-1	hcDAF-12 act	GAA850 FXN act	NPR1 activator	SMARCA2 activ	hgDAF12 agonist	DAX1 inh-2	proKLK7 act	GC-B act
COc1ccc(S(=O)(=O)N2CCCC(C(=O)N3CCN(C)CC3)C2)cc1Cl (configuration not stated)	12	-0.6	0.0	0.4	2.8	1	-3	-3.5	0.3	0.0	-8
O=C(Cc1ccccc1)N/N=C/c1cc(Br)cc(Cl)c1O	9	-1.4	-0.7	-1.5	-1.8	-1	0	1.4	-0.2	-5.8	4
O=C(CSc1nc2ccccc2nc1N1CCOCC1)N1CCN(c2ccccc2)CC1	-3	-1.8	0.2	-1.4	0.4	-15	2	0.6	-1.0	0.3	-12
CC(C)c1nnc(NC(=O)C2CCN(c3nc4ccccc4s3)CC2)s1	-1	-1.2	-0.2	1.3	0.8	2	1	1.0	-0.2	-0.5	3
CCCCN(C1CCS(=O)(=O)C1)S(=O)(=O)c1cc(C)ccc1C (configuration not stated)	-3	-1.2	-0.9	0.4	1.2	-3	1	1.7	-0.4	-0.4	0
CC(=O)Nc1c(O)n(C)c2ccccc12	2	-1.4	-0.8	0.6	-0.9	0	1	-2.0	0.7	-0.4	4
CC1CCC2(CC1)CCC2NCc1ccc(Br)cc1 (configuration not stated)	4	-1.0	.	-0.3	.	-2	.	-0.8	.	.	-3
CC(=O)N1CCN(C2=NC(=O)C(=C3CCCCC3)S2)CC1	2	-0.8	0.3	-1.0	-0.8	0	2	3.2	-0.2	-0.2	-3
O=C(O)c1ccccc1-c1c2cc(I)c(=O)c(I)c-2oc2c(I)c(O)c(I)cc12	-331	-1.3&-1.6	-0.4	-2.9&-2.0	-2.5&-3.8	-337	-2&-2	-2.2&-2.8	-0.9&-1.0	1.7&-0.2	-531
Cc1cc(=O)n(CC(=O)Nc2cc(Cl)ccc2C)c(C(C)C)n1	1	-1.5	1.2	-1.3	-0.4	2	-4	2.7	-0.8	-0.3	1

sPLA2-III inh, what is marked active above.
mol | sPLA2-III inh | ssDAF12 agonist | DAX1 inh-1 | hcDAF-12 act | NPR1 activator | SMARCA2 activ | DAX1 inh-2 | proKLK7 act | GC-B act
CCOC(=O)c1cc(C#N)c(SCC(=O)c2cc(C#N)c(SC)nc2C)nc1C | 20* | -1.1 | 0.9 | 3.9 | 19 | -2 | 0.3 | -0.6 | 16
